PI5P4K alpha inh: inhibitors of human PI5P4K alpha; P48426; PI5P4Kalpha enzyme, ADP-Glo luminescence, 60 min; stronger effect = lower value; max response, %; 1.2% of 330,000 active; AID 652105; active = max response of -50% or lower; inconclusive = between -30% and -50%; inactive = -30% or higher; also: value at the top dose of about 77 µM; % is scaled to controls: 0 for no effect and ±100 for the full control effect
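Single end-point luminescence (ADP-Glo) quantified ADP from PI5P4Kalpha turnover; ATP 5 microM final, 1 h at RT, 0.1% CHAPS and 0.28 mM EGTA in HEPES pH 7.4.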
EPAC1 ag: activates human EPAC1 exchange factor. O95398. EPAC1 agonist qHTS, biochemical assay; response scale: 100% = response to 6.5 mM cAMP. Potency, µM (titrated, usually from 154 µM), for inactives: top-dose activation, usual class: activators. 0.073% of 360,000 active. AID 720707; also: potency is read from the fitted curve at half-maximal effect; nearly all actives have a fitted effect of over 60% in size
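Read-out is the fluorescence drop as BODIPY-GDP leaves Rap1B (480 nm excitation, 540 nm emission), recorded every 5 minutes over 30 minutes. Reactions held 100 nM EPAC1, 250 nM Rap1B–BODIPY-GDP and 50 uM GDP, with 6.5 mM cAMP setting full activation.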
WRN helicase inh: WRN helicase (human) inhibition | AID 651768 | WRN helicase unwinding, fluorescent forked duplex, kinetic | 0.46% of 360,000 active | Potency, µM (top dose mostly 114 µM), for the others: at the highest dose activity change, negative = inhibition, actives largely listed as inhibitors; also: potency is read from the fitted curve at half-maximal effect; % is scaled to controls: 0 for no effect and ±100 for the full control effect; nearly all actives have a fitted effect of over 55% in size
Target sequence (Q14191 whole entry, looked up): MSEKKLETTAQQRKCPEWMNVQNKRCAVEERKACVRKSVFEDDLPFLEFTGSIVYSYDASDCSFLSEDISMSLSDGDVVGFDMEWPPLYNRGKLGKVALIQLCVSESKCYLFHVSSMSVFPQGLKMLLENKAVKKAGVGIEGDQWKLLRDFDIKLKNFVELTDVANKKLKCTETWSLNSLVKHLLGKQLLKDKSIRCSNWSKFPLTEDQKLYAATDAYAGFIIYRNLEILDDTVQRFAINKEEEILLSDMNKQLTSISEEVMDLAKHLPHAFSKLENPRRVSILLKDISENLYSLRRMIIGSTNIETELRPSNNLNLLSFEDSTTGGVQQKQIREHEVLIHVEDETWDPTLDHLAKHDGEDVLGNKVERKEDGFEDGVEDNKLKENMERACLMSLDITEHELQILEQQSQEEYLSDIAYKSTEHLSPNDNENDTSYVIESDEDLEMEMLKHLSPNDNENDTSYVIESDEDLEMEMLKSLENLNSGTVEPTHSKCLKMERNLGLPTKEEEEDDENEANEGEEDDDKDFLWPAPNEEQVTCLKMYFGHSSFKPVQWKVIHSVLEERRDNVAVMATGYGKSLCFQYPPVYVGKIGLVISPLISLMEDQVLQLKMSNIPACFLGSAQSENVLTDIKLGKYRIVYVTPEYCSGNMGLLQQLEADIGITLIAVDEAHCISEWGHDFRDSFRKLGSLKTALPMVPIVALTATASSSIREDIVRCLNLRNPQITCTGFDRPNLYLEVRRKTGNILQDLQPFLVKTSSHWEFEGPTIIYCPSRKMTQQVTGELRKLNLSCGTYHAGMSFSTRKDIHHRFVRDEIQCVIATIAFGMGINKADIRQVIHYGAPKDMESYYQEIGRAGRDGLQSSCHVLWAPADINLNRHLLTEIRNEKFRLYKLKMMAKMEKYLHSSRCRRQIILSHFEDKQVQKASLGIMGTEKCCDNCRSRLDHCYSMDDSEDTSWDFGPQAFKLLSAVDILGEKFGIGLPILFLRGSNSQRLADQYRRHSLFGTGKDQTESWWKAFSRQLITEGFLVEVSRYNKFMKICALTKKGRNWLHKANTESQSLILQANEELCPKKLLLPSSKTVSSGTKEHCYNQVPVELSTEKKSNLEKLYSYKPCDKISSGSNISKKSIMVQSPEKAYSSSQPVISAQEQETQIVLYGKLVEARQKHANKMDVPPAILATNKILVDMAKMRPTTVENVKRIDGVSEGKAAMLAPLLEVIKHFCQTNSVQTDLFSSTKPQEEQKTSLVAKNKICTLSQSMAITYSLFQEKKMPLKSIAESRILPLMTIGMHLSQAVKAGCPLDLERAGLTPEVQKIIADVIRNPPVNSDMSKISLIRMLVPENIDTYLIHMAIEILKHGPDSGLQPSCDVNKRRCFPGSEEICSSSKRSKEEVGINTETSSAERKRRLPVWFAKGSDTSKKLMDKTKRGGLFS
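Kinetic fluorescence helicase assay: unwinding of a quenched forked DNA duplex (100 nM final) with 2 mM ATP final raises red fluorescence (525/598 nm). Compounds sat 15 min at room temperature with 20 nM WRN beforehand.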
IL2 activator: activators of IL-2; IL-2 activation reporter assay, cell-based qHTS; stimulated with anti-CD3/CD4/CD28 beads; in transgenic mouse T cells; activation, % (series mostly up to about 46 µM); 0.065% of 360,000 active; in the data active = activation above about 50%; inconclusive = mostly about 30% to 49%; also: 0% is about no effect
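EGFP and DsRed fluorescence is measured by plate cytometry in unstimulated transgenic mouse T cells exposed to compound for 60 minutes, then stimulated 18 hours at 37 degrees C with anti-CD3/anti-CD4 beads plus anti-CD28.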
FUS suppressor: FUS proteinopathy suppression in yeast; S. cerevisiae FUS-expressing, growth rescue, OD600, 24 h; Potency, µM (top dose mostly 76.6 µM), for inactives: at the top dose growth rescue (activation), usual class: activators; 0.24% of 390,000 active; AID 1347120;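 also: potency is read from the fitted curve at half-maximal effect; plate controls were DMSO vehicle for no effect and reference control for full effect; nearly all actives have a fitted effect of over 55% in size; some results filed as inactive show a strong effect at the top dose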
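Cultures pregrown in 2.5% raffinose medium are shifted to minimal medium containing 2% galactose to express toxic FUS. Compounds are tested at several concentrations. After 24hr at 30C, growth is quantified at 600 nm absorbance.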
PLK1 PBD block: PLK1 (human) polo-box domain binding inhibition. P53350. Plk1 PBD binding of FITC phosphopeptide, fluorescence polarization. Potency, µM, without a hit: max response, negative = inhibition, actives largely listed as inhibitors. 2.8% of 360,000 active. AID 720504; also: potency is read from the fitted curve at half-maximal effect; series mostly up to about 57 µM; % is scaled to controls: 0 for no effect and ±100 for the full control effect; nearly all actives have a fitted effect of over 65% in size
EPAC1 antagonist: antagonists of human EPAC1; O95398; EPAC1 GEF assay, Rap1b-BODIPY-GDP exchange fluorescence; Potency, µM (highest dose often 115 µM), for the others: at the top dose activity change, negative = inhibition, most hits filed as inhibitors; 0.14% of 360,000 active; AID 720709;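 also: potency is read from the fitted curve at half-maximal effect; plate controls were vehicle for no effect and positive control for full effect; nearly all actives have a fitted effect of over 50% in size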
aSyn yeast inh: inhibitors of alpha-synuclein toxicity in yeast; Yeast expressing alpha-synuclein, growth rescue, BacTiter-Glo, 24 h; Potency, µM (doses to about 46.1 µM), without a hit: top-dose growth rescue (activation), most hits filed as activators; 0.14% of 370,000 active; AID 652106; also: potency is read from the fitted curve at half-maximal effect; % of control where 0% means no effect; nearly all actives have a fitted effect of over 65% in size
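Screening used galactose-induced yeast with toxic alpha-synuclein levels, exposed to compound for 24 hr at 30 deg C. Cell growth, read with BacTiter-Glo luminescence, gave the measured signal.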
Abeta yeast res: restores growth of yeast expressing A-beta42 peptide | Potency, µM (doses to about 46.1 µM), without a hit: top-dose growth rescue, most hits filed as activators | yeast expressing A-beta42, growth rescue, OD600, 48 h; response scale: 0% DMSO, 100% iron-clioquinol control | 0.063% of 410,000 active; also: potency is read from the fitted curve at half-maximal effect; nearly all actives have a fitted effect of over 55% in size
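Growth rescue measured by 600 nm absorbance after 48 h yeast culture at 30 C with compound. Values normalized between DMSO and an equimolar ferric chloride plus clioquinol control.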
An asterisk follows results filed as active; ? = inconclusive; / = not tested or not shown; [ ] = another dose, or the depositor's remark. Unless noted, calls follow the shape of the dose curve; as a rule, active = well fitted curve in the direction sought with a large enough effect; inconclusive = small, poorly fitted or top-dose-only effect, or another doubt; inactive = no such curve, though single readings can be large; an effect the other way counts as inactive or inconclusive.

| nr | molecule | IL2 activator | EPAC1 ag | WRN helicase inh | FUS suppressor | EPAC1 antagonist | PI5P4K alpha inh | PLK1 PBD block | aSyn yeast inh | Abeta yeast res |
| --- | --- | --- | --- | --- | --- | --- | --- | --- | --- | --- |
| 1 | c1ccc(-c2cc(-c3nn4c(-c5ccco5)nnc4s3)c3ccccc3n2)cc1 | -0.4 | 11% | -35% | 45% | 2% | / | ? | -5% | -11% |
| 2 | N#CC1(NC(=O)CSc2nnc3n2CCCCC3)CCCCC1 | 5.1 | -14% | 1% | 14% | -11% | -6 | 2% | ? | -4% |
| 3 | CN(C/C=C/C#CC(C)(C)C)Cc1cccc2ccccc12 | -0.8 | -7% | 0% | -23% | -1% | 18 | -11% | -19% | ? |
| 4 | CN(C)C1=NCCN1CCC1CCCC1 | -2.6 | 4% | 5% | -21% | -7% | 0 | ? | -10% | -12% |
| 5 | O=C(Nc1ncccc1O)c1ccc2ccccc2c1 | -1.1 | -5% | 0% | 24% | 4% | 0 | 1% | -9% | -26% |
| 6 | COc1cc(NC(=O)COC(=O)c2n[nH]c3ccccc23)c(C)cc1[N+](=O)[O-] | -1.4 | -10% | -1% | 8% | 11% | -11 | 3% | -2% | -6% |
| 7 | CCOC(=O)c1cnc(SC2CC(=O)N(c3cccc(OC)c3)C2=O)nc1N (stereo not drawn) | -1.7 | -4% | -11% | 11% | -10% | 3 | -16% | 0% | 5% |
| 8 | Cc1ccc(C(=O)O)cc1NC(=S)NC(=O)Cc1ccccc1 | 1.4 | 0% | 0%[57.1 µM] | ? | -10% | 1 | -9% | -3% | -5% |

A different layout for 4 compounds above.
3: CN(C/C=C/C#CC(C)(C)C)Cc1cccc2ccccc12
  IL2 activator: -0.8	EPAC1 ag: -7%	WRN helicase inh: 0%	FUS suppressor: -23%	EPAC1 antagonist: -1%	PI5P4K alpha inh: 18	PLK1 PBD block: -11%	aSyn yeast inh: -19%	Abeta yeast res: ?
4: CN(C)C1=NCCN1CCC1CCCC1
  IL2 activator: -2.6	EPAC1 ag: 4%	WRN helicase inh: 5%	FUS suppressor: -21%	EPAC1 antagonist: -7%	PI5P4K alpha inh: 0	PLK1 PBD block: ?	aSyn yeast inh: -10%	Abeta yeast res: -12%
5: O=C(Nc1ncccc1O)c1ccc2ccccc2c1
  IL2 activator: -1.1	EPAC1 ag: -5%	WRN helicase inh: 0%	FUS suppressor: 24%	EPAC1 antagonist: 4%	PI5P4K alpha inh: 0	PLK1 PBD block: 1%	aSyn yeast inh: -9%	Abeta yeast res: -26%
6: COc1cc(NC(=O)COC(=O)c2n[nH]c3ccccc23)c(C)cc1[N+](=O)[O-]
  IL2 activator: -1.4	EPAC1 ag: -10%	WRN helicase inh: -1%	FUS suppressor: 8%	EPAC1 antagonist: 11%	PI5P4K alpha inh: -11	PLK1 PBD block: 3%	aSyn yeast inh: -2%	Abeta yeast res: -6%

(cont.)
| nr | molecule | IL2 activator | EPAC1 ag | WRN helicase inh | FUS suppressor | EPAC1 antagonist | PI5P4K alpha inh | PLK1 PBD block | aSyn yeast inh | Abeta yeast res |
| --- | --- | --- | --- | --- | --- | --- | --- | --- | --- | --- |
| 9 | Cc1cccc(N2CCN(C(=O)c3ccccc3NC(=O)C3CC=CCC3C(=O)O)CC2)c1 (stereo not drawn) | 0.2 | 0% | 3% | 4% | 3% | 10 | 3% | -12% | 5% |
| 10 | O=C1C(C=NCC2CCCO2)=C(O)c2ccccc21 (stereo not drawn) | -1.1 | 4% | -2% | -9% | -16% | / | -9% | 0% | 7% |
| 11 | CC(=O)c1sc2nc(-c3ccccc3)cc(C)c2c1N | -2.2 | 2% | 6% | 5% | 1% | 3 | -18% | 1% | ? |
| 12 | Cc1cc(NC(=O)/C=C/c2ccccc2)c(C(C)C)cc1O | -0.2 | 4% | -11% | -22% | -16% | 0 | -10% | 6% | 0% |
| 13 | COc1ccc(OC)c(-n2c(SCC(C)=O)nnc2-c2cccc(S(=O)(=O)N(C)C)c2)c1 | 0.2 | 11% | -15% | 15% | -3% | 9 | -7% | 1% | 14% |
| 14 | CCN(C(=O)COC(=O)c1cccn1C)C1CCS(=O)(=O)C1 (stereo not drawn) | -0.1 | -1% | -3% | 9% | 2% | 0 | 1% | -1% | 9% |
| 15 | COc1ccc(/C=N/c2nc3ccccc3n2CCN2CCCCC2)cc1OC | -1.5 | -2% | 11% | 11% | 11% | / | -10% | -2% | 2% |
| 16 | Cc1nonc1CC(=O)NC1CCCc2c1cnn2-c1ccc(F)cc1F (stereo not drawn) | -4.2 | -10% | 17% | -11% | 15% | -7 | 0% | -5% | -7% |
| 17 | COc1ccc(-c2nc(SCC(=O)N(CC(C)C)c3c(N)n(Cc4ccccc4)c(=O)[nH]c3=O)n[nH]2)cc1 | -0.9 | -17% | 3% | 24% | -17% | 1 | -2% | -4% | 1% |
| 18 | COC(=O)Nc1ccc(S(=O)(=O)N2CCC(C(=O)NCc3ccc4c(c3)OCO4)CC2)cc1 | -0.1 | 0% | -5% | 14% | -13% | 1 | -4% | -3% | 2% |
| 19 | CSCCC(NC(=O)COc1ccccc1)C(=O)NC1CCC(C)CC1 (stereo not drawn) | 1.2 | -7% | 12% | / | 2% | 5 | -5% | 1% | -18% |
| 20 | O=C(Nc1cc(Cl)cc(Cl)c1)C(NCCO)c1ccccc1 (stereo not drawn) | -2.6 | 5% | -4% | -4% | 4% | / | -3% | -1% | -15% |
| 21 | Cc1noc(C)c1COc1ccccc1C(=O)NC(C)c1ccc(F)cc1 (stereo not drawn) | -2.1 | -7% | 0% | -17% | -11% | 10 | -2% | -4% | 12% |
| 22 | COc1cccc(NC(=O)CSc2ccccn2)c1 | -2.7 | 0% | -5% | 14% | 7% | 3 | -1% | 6% | ? |
| 23 | C[C@]12c3[nH]c4cc(-c5ccco5)ccc4c3CCN1C(=O)[C@@H](CC(=O)NCCN1CCOCC1)C[C@@H]2C(=O)N1CCOCC1 | 0.9 | -12% | 0% | -11% | 4% | -4 | 1% | 1% | 2% |
| 24 | CC1(C)CC(=O)C(C=Nc2cccnc2/N=C/C2=C(O)CC(C)(C)CC2=O)=C(O)C1 | -3.2 | 2% | 6% | 8% | 18% | 2 | 0% | 14% | 21% |
| 25 | Cc1ccc(S(=O)(=O)N2CCOCC2)cc1NC(=O)CSc1nc2ccccc2c(=O)n1Cc1ccccc1 | -3.2 | 3% | 3% | / | -19% | -3 | -14% | 0% | 7% |
| 26 | C=CCNC(=O)c1c(Cl)nc(C)c([N+](=O)[O-])c1C | -3.3 | 2% | 13% | 1% | 4% | -1 | 3% | 5% | -8% |
| 27 | S=c1[nH]nc(-c2n[nH]c3c2CCC3)n1/N=C/C=C/c1ccccc1 | 0.0 | 1% | -12% | 23% | -17% | -24 | ? | -12% | -6% |
| 28 | Cc1ccc2nc(N/N=C\c3ccc([N+](=O)[O-])o3)nc(-c3ccccc3)c2c1 | -0.1 | 1% | -11% | 27% | 7% | -28 | 3% | 16% | -5% |
| 29 | C=CCn1c(NCc2ccccc2O)nc2ccccc21 | -0.8 | 3% | -2% | 12% | -8% | 3 | 0% | 0% | 0% |
| 30 | Oc1ccc(Nc2ccc3ccccc3c2)cc1 | -0.2 | 4% | ? | 40% | -15% | ? | ? | -22% | -4% |
| 31 | Cc1cc(C)c2c(N)c(-c3nc4ccccc4[nH]3)sc2n1 | 0.1 | 4% | 0% | 23% | 2% | 8 | -4% | 1% | 10% |
| 32 | CC(=O)OCCc1c(C)nc2nc[nH]n2c1=O | 8.2 | 3% | 2% | -9% | -9% | -7 | ? | -2% | 12% |
| 33 | CC(C)C(NC(=O)c1ccc([N+](=O)[O-])cc1Cl)C(=O)N1CCCC1 (stereo not drawn) | 0.8 | 7% | 9% | 4% | 7% | -4 | -12% | 2% | 2% |
| 34 | CCCCCc1cc(=O)oc2c(C(CCN3CCCC(C)C3)c3cc(OC)c(OC)c(OC)c3)c(OC)cc(OC)c12 (stereo not drawn) | -0.7 | -28% | -9% | ? | -27% | -17 | -8% | -23% | 5% |
| 35 | CC(C)(CSc1nncn1N)NS(=O)(=O)c1ccc(Cl)cc1 | -3.0 | -5% | 9% | 13% | 3% | 2 | -30% | -8% | -6% |
| 36 | CN1/C(=C\C=C2/SC(=S)N(CC(=O)O)C2=O)C(C)(C)c2ccccc21 | 6.5 | 63µM* | 50µM* | 34% | 1% | -27 | 113%[activator] | -12% | 0% |
| 37 | CC(C)(C)N(Cc1ccccc1)C(=O)COC(=O)[C@@H]1CCCN1C(=O)c1cccs1 | 0.1 | 0% | 6% | 36% | -9% | -1 | -14% | 0% | 1% |
| 38 | CCOC(=O)C(=O)N(CC)C1CCS(=O)(=O)C1 (stereo not drawn) | -1.0 | -4% | 4% | -14% | 15% | -7 | 2% | -4% | -5% |
| 39 | NC(=O)C1(NC(=O)[C@@H]2CC3(CC(c4cccc(NC(=O)[C@@H]5CCC(=O)N5)c4)=NO3)CN2C(=O)Cc2ccc(C(F)(F)F)cc2)CC1 (stereo partly drawn) | -2.1 | 10% | 12% | 9% | -1% | -4 | -2% | 0% | -18% |
| 40 | COc1cc(C2C(C(=O)c3ccco3)=C(O)C(=O)N2CC2CCCO2)ccc1O (stereo not drawn) | -4.1 | 1% | -1% | -5% | -15% | 8 | 6% | -13% | 15% |
| 41 | O=S(=O)(c1ccccc1)N1CCN(S(=O)(=O)c2ccc(F)cc2)CC1 | 0.1 | 1% | 4% | -14% | -21% | 0 | -11% | -10% | -3% |
| 42 | Cn1c(C2CCCCC2)nc2cc(N)ccc21 | -0.1 | -3% | 9% | -9% | -3% | 0 | 4% | 13% | 0% |
| 43 | CCN(CC)C(=S)Nc1ccc(OC)cc1 | -0.6 | -4% | -19% | / | -17% | 0 | -8% | 0% | 7% |
| 44 | COc1ccc(C(=O)NC2CC2)cc1OC1CCN(Cc2cc(C)c(C)cc2C)CC1 | 0.2 | 3% | 2% | 10% | 0% | 0 | 2% | 0% | 7% |

Assay outcomes: PubChem BioAssay, National Center for Advancing Translational Sciences (NCATS)
